PriA SSB inh = inhibitors of Klebsiella pneumoniae PriA binding to SSB C-terminal tail, primary screen, biochemical, AlphaScreen | AlphaScreen SSBct-PriA binding, biotinylated peptide | hit rate 0.6% among 430,000 | inhibition, % at 33 µM | PriA–SSB C-terminal tail interaction (Klebsiella pneumoniae); in the data active = inhibition mostly above about 37%, no sharp cut-off; inactive = mostly below about 20%;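 also: plate controls were negative control peptide for no effect and reference peptide for full effect; strong numbers were not always called active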
PrPC surface inh = inhibitors of human cell surface prion protein PrPC, primary screen, cell-based, TR-FRET | TR-FRET read-out | inhibition, % at 13.8 µM | hit rate 0.43% among 370,000; in the data active = inhibition above about 24%; also: 0% = median of the test wells and 100% = reference compound wells
BoNT F protease = BoNT/F light chain protease inhibitors, primary screen, biochemical, flow cytometry, MLPCN library | Multiplex microsphere protease cleavage assay | inhibition, % at 10 µM | hit rate 0.22% among 360,000; in the data active = inhibition above about 35%, passing the limit was not always enough; inconclusive = no clear call, values can overlap the other calls; also: plate controls were buffer without enzyme for full effect and enzyme alone for no effect
CCHF vOTU inh = CCHFV vOTU protease inhibitors, primary screen, biochemical, Pep-AMC substrate, fluorescence; hit rate 0.55% among 370,000; Crimean-Congo hemorrhagic fever virus L polyprotein viral ovarian tumor (vOTU) protease …; inhibition, % at 11.5 µM; in the data active = inhibition above about 30%; also: 0% = vehicle wells with enzyme and 100% = no enzyme wells
SARS 3CLpro inh = SARS-CoV 3CLpro protease inhibitors, primary screen, biochemical, quenched FRET; Replicase polyprotein 1ab (Severe acute respiratory syndrome coronavirus), P0C6X7; inhibition, % at 6 µM; AID 1706, 2009; hit rate 0.14% among 290,000; recombinant SARS-CoV 3CLpro, quenched FRET peptide cleavage; in the data active = inhibition above about 12%
MazEF act = activators of E. coli MazEF toxin-antitoxin RNase, primary screen, biochemical, fluorescence, uHTS | hit rate 0.32% among 350,000 | activation, % at 20 µM | FAM/BHQ RNA-DNA oligo cleavage fluorescence, 5 h | Endoribonuclease toxin MazF (Escherichia coli (strain K12)), P0AE70; in the data active = activation above about 50%
Target sequence (P0AE70 whole entry, looked up): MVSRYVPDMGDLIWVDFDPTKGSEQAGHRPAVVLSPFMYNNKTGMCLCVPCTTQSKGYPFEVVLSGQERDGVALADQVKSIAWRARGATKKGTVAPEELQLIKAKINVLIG
VHR inh abs = VHR1 phosphatase inhibitors, primary screen, biochemical, absorbance, uHTS; Dual specificity protein phosphatase 3 (Homo sapiens), P51452; recombinant VHR phosphatase, pNPP absorbance; inhibition, % at 13.3 µM; hit rate 0.52% among 290,000; in the data active = inhibition above about 50%; also: some compounds called inactive have numbers as strong as hits
Target sequence (P51452 whole entry, looked up): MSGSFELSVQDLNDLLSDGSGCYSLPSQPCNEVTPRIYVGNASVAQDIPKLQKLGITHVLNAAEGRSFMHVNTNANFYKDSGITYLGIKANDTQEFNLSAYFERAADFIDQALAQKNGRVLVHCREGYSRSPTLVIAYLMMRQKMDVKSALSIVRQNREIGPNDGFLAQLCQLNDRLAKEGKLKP
BoNT-A LC inh2 = BoNT/A light chain protease inhibitors, primary screen, biochemical, flow cytometry, MLPCN library; Botulinum neurotoxin type A light chain protease (Clostridium botulinum A str. ATCC 3502); multiplex microsphere protease substrate cleavage; inhibition, % at 10 µM; hit rate 0.17% among 360,000; AID 588499, 2011; also: plate controls were buffer without enzyme for full effect and enzyme alone for no effect
Anthrax LF inh2 = Bacillus anthracis LF protease inhibitors, primary screen, biochemical, multiplex microsphere, MLPCN library; Lethal factor (Bacillus anthracis), P15917; multiplex microsphere protease cleavage assay; inhibition, % at 10 µM; hit rate 0.12% among 360,000; also: plate controls were buffer without enzyme for full effect and enzyme alone for no effect
Rv3671c inh = Rv3671c serine protease inhibitors, primary screen, biochemical, fluorescence polarization, M. tuberculosis H37Rv; P9WHR9; inhibition, % at 5.96 µM; hit rate 0.048% among 320,000; AID 2606, 2010; in the data active = inhibition above about 38%;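 also: extracellular domain of Rv3671c used as enzyme; 0% = enzyme with DMSO and 100% = no enzyme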
Target sequence (P9WHR9 whole entry, looked up, the tested form may be a part): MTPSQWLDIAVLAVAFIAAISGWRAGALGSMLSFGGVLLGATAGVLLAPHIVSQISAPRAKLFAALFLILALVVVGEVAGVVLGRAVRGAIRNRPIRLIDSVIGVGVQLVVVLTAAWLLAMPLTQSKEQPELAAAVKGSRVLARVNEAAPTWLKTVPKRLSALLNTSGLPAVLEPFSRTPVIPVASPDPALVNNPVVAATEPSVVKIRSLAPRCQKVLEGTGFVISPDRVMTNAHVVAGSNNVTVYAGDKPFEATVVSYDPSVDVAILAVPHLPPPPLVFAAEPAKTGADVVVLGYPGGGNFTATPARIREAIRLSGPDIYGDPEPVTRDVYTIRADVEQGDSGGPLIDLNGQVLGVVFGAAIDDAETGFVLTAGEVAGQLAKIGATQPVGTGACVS
An asterisk follows results filed as active; ? = inconclusive; / = no result given; & = joins results of further samples. Rule as the data show it, unless noted: active = inhibition above about 30%; inconclusive = no clear call, values can overlap the other calls; inactive = below that. Not all compounds are listed (hit frequency here may not be typical).

SMILES	PriA SSB inh	PrPC surface inh	BoNT F protease	CCHF vOTU inh	SARS 3CLpro inh	MazEF act	VHR inh abs	BoNT-A LC inh2	Anthrax LF inh2	Rv3671c inh
O=C(c1cccc(F)c1)N1CCCC(C(=O)N2CCN(c3ccccc3)CC2)C1 (centres undefined)	4	-5	1	-8	3	6	17	0.9	6	0
Cc1onc(-c2ccccc2)c1-c1csc(COc2ccccc2)n1	-29	10	?	-3	-2	-8	-1	?	2	3
Cc1ccc2c(c1)NC(=O)C(CC(=O)O)O2 (centres undefined)	-10	9	-5	2	-3	7	9	-1.0	-9	3
Cc1noc(C)c1COc1cccc(C(=O)Nc2ccccc2N2CCOCC2)c1	13	4	1	10	6	5	-8	-0.5	0	-3
Nc1nc(-c2ccc(Cl)cc2)nn1C(=O)c1cccnc1	-5	5	4	-7	-2	-5	7	-0.1	-1	1
COc1ccc(C=C2SC(=S)NC2=O)c(OC)c1OC	/	-17	5	14	/	0	/	0.4	-1	/
C=CCn1c(SCC(=O)NCCOC)nnc1-c1cc2c(s1)CCC(CC)C2 (centres undefined)	4	-7	-8	-1	1	-2	13	0.0	0	4
COc1ccc(C(=O)OCC(=O)c2ccc(C3CCCCC3)cc2)cc1	-15	9	-11	6	3	-12	17	-0.6	-1	1
O=C1c2ccccc2CCC12OC2c1ccncc1 (centres undefined)	/	-9	-4	20	/	-28	/	0.8	0	/
O=S(=O)(Nc1cccc2c1CCCC2)c1cccc(C(F)(F)F)c1	-47	7	-2	14	6	-3	8	0.3	0	-11
O=C1C2C3CCCC3=C3CCCC3C2C(=O)N1c1ccccc1 (centres undefined)	9	5	/	5	4	-4	-13	/	/	0
COc1ccc(/C=C/C(=O)Oc2ccc(/C=N/NC(=O)c3ccncc3)cc2)cc1	/	2	1	1	-5	-29	-25	-2.2	0	-3
COc1ccc(CN2CCNC(=O)C2CC(=O)N(C)Cc2nonc2C)c(F)c1 (centres undefined)	-6	2	1	1	-2	-2	6	0.6	1	1
CN(C)c1ccc(C(C(=O)NC2CCCC2)N(C(=O)c2csnn2)C2CC2)cc1 (centres undefined)	4	5	-27	2	0	11	24	-4.3	-4	2
Cc1ccnc(N2CCN(c3cc(C)c(C#N)c4nc5ccccc5n34)CC2)c1	-9	2	-2	6	0	3	/	0.1	3	-7
CC(C)CN(CC(C)C)c1ccc(/C=N/n2cnnc2)cc1[N+](=O)[O-]	/	5	-2	19	6	2	-3	-0.1	0	-3
COc1cccc(NC(=O)CN(c2cccc(C(F)(F)F)c2)S(C)(=O)=O)c1	5	5	-13	1	2	3	36	0.1	-4	-1
CN(c1ccc(OCC(=O)Nc2nc3ccccc3s2)cc1)S(=O)(=O)c1ccccc1	-1	1	-1	3	0	-5	13	0.5	0	-76
Cc1ccc2nc(SCC(=O)Nc3cccc(Cl)c3)nc(=O)n2c1	-8	7	/	2	/	-2	/	/	/	1
CCCCCCc1cc2cc(C(=O)Nc3ccccc3)c(=O)oc2cc1O	-2	-2	-2	3	3	-5	-5	-0.5	1	-7
O=C(c1cc(-c2ccncc2)nc2ccccc12)N1CCN(c2ccc(N3CCOCC3)nn2)CC1	-1	-15	-3	4	1	-15	25	-0.1	0	15
O=C(O)CSc1nnc(-c2cccnc2)n1Cc1ccccc1	-11	4	-4	-1	2	3	18	1.4	-5	0
COCc1nnc(NS(=O)(=O)c2c(C)cc(C)cc2C)s1	-7	0	0	-2	-2	3	39	-0.2	0	6
O=C(Nc1ccc2c(c1)Cc1cc([N+](=O)[O-])ccc1-2)C(F)(F)F	-8	0	3	0	/	-6	/	0.6	-7	/
COC(=O)c1ccccc1Oc1cc(C(F)(F)F)nc(-c2ccccn2)n1	-2	12	?	1	/	12	/	-0.2	4	-7
O=C(NCc1cccc(C(F)(F)F)c1)c1ccc2sc([C@@H]3O[C@H](CO)[C@H](O)[C@H](O)[C@H]3O)nc2c1	/	5	-5	-25	/	/	/	0.1	0	/
CCOc1ccccc1NC(=O)CC(O)(C(F)(F)F)C(F)(F)F	-16	5	23	3	-7	12	-1	4.0	13	8
COc1ccc(CN2C(=O)C(CC(=O)NCc3cccs3)CC(C(=O)N(C)C)=C2C)cc1 (centres undefined)	/	-1	-3	0	/	-2	/	-0.1	-1	/
COc1ccccc1C(=O)Nc1ccccc1SC(=O)c1ccccc1OC	-1	-7	-25	-13	1	-9	-3	-0.4	-8	-4
COc1ccc(NC(C)=O)cc1NC(=O)c1ccc2ccccc2c1	2	-1	-2	-7	-7	0	18	0.4	-4	0
CC(CCc1ccccc1)NC(=O)c1ccc(Br)o1 (centres undefined)	3	-4	-6	-4	-1	2	-24	-1.3	-2	4
Cc1cccc(N2CCN(C(=S)Nc3ccc4nc(N5CCN(C)CC5)cc(C)c4c3)CC2)c1C	-2	3	-4	-18	-4	35	-5	-0.6	-2	/
CN(C)C(=O)CCCc1nc(-c2ccc(Cl)cc2)no1	-6	2	-1	0	-4	0	4	0.3	-3	-8
COc1cccc(C(=O)NCCS(=O)(=O)NCCc2ccc(OC)c(OC)c2)c1	-5	-4	-2	12	/	1	/	-2.1	2	2
CCN(CC)CCNC(=O)c1ccc(NC(=O)c2ccc(S(=O)(=O)N(C)c3ccccc3OC)cc2)cc1	9	-8	/	13	/	28	/	/	/	/
CCC(OC(=O)C1=Cc2ccccc2OC1)C(=O)NC1CCCC1 (centres undefined)	-17	7	-2	-3	-1	4	10	0.0	-3	-3
CSc1ncc(C(=O)Nc2ccc(C)cc2C)c(C)n1	-2	0	-29	-3	0	3	18	-4.6	-12	6
Cc1cc(NC(=O)Nc2ccc(C)c(C)c2)no1	3	1	3	9	4	-2	26	-0.2	0	-3
CCOC(=O)c1oc2ccccc2c1CN1CCOCC1	5	-3	2	-3	0	-1	5	2.1	-20	4
COc1ccc2c(C)cc(=O)oc2c1OCC(O)CN1CCOCC1 (centres undefined)	/	8	-1	-10	/	/	/	-0.3	9	/
CSCCC(NS(=O)(=O)c1ccc2c(c1)oc(=O)n2C)C(=O)NC1CCCc2ccccc21 (centres undefined)	-4	-6	-2	8	-2	6	36	-0.6	-8	8
CCN(CC)S(=O)(=O)c1ccc(NC(=S)NC(=O)C(C)C)cc1	-13	6	-2	-6	3	-1	-10	-0.2	0	2
CN(C(=O)c1cnc2n(c1=O)CCS2)C1CCCCC1	-14	3	7	3	-3	-1	38	-0.2	-4	-2
O=C(CCS(=O)(=O)c1ccc(Cl)cc1)N1CCN(c2ccccc2F)CC1	1	5	4	-12	2	0	15	0.0	-2	-3
CCC(C(=O)NCCCN1CCN(CC)CC1)n1nc(C)n2c(cc3occc32)c1=O (centres undefined)	-1	3	4	-1	-1	4	-8	2.2	-1	-1
CCN(Cc1ccccc1)S(=O)(=O)c1ccc(S(=O)(=O)N2CCN(C)CC2)cc1	-10	1	2	-8	-1	34	36	0.4	-2	-5
CCc1[nH]c(=O)[nH]c1C(C)S(=O)(=O)c1ccc(C)cc1 (centres undefined)	-18	3	-11	1	0	3	14	-1.3	-4	5
CCCN1Cc2cccc(C(=O)NC(C)c3cccs3)c2C1=O (centres undefined)	-5	0	4	-19	4	4	10	0.1	-1	1
COc1ccc(CNC(=O)C2CCN(c3nccs3)CC2)cc1	-2	2	-20	-3	-4	1	-4	6.9	4	-1
c1ccc(-c2ccc(C3=Nn4c(nnc4-c4cc(-c5ccccc5)n[nH]4)SC3)cc2)cc1	-14	-3	2	-5	-1	-73	14	3.4	3	-56
Cc1nc(SCc2nc3ccc(C(F)(F)F)cc3[nH]2)c2oc3ccccc3c2n1	-8	-12	-3	15	/	-11	/	-1.0	2	-71
CCCCNC(=O)c1ccccc1C(=O)NCCCC	-16	0	-9	25	1	1	27	-1.2	5	-7
COc1ccc(OC)c(CCNC(=O)CN2C(=O)CC(C)(C)S(=O)(=O)c3ccccc32)c1	-2	-3	1	-3	-5	-22	4	0.2	-1	-1
C[C@H]1CN=C(N(C)C)N1CC1CCCC1	-9	-2	-2	-6	/	6	/	-0.3	-9	8
COCCCn1cnc2oc3nc4ccccc4nc3c2c1=O	2	-70	-2	-39	7	-3	9	0.0	-2	10
CON/C=C(\C=Nc1ccccc1)c1ncc(C(F)(F)F)cc1Cl	/	-3	-14	-1	-2	4	16	1.2	?	3
Cc1cc(/C=C2/C(=O)NC(=O)N(Cc3ccco3)C2=O)c(C)n1-c1ccccc1O	7	-1	2	-8	8	-28	-21	-1.1	-8	-23
CCc1nn(CC(=O)NCCCN2CCN(CC)CC2)c(=O)c2cc3occc3n12	-13	4	5	12	2	14	-6	1.3	3	-2
CSc1nc(-c2ccccc2)c2cc(Cl)ccc2n1	-25	-9	3	7	4	5	-8	2.4	2	-9
CCOC(=O)N1CCC(NCc2c(C(=O)N(C)Cc3ccccc3)nc3ccccn23)CC1	10	2	-6	0	1	10	13	-0.2	-3	-10

Overlap with the part before: four entries; new compounds follow.
SMILES	PriA SSB inh	PrPC surface inh	BoNT F protease	CCHF vOTU inh	SARS 3CLpro inh	MazEF act	VHR inh abs	BoNT-A LC inh2	Anthrax LF inh2	Rv3671c inh
Cc1cc(/C=C2/C(=O)NC(=O)N(Cc3ccco3)C2=O)c(C)n1-c1ccccc1O	7	-1	2	-8	8	-28	-21	-1.1	-8	-23
CCc1nn(CC(=O)NCCCN2CCN(CC)CC2)c(=O)c2cc3occc3n12	-13	4	5	12	2	14	-6	1.3	3	-2
CSc1nc(-c2ccccc2)c2cc(Cl)ccc2n1	-25	-9	3	7	4	5	-8	2.4	2	-9
CCOC(=O)N1CCC(NCc2c(C(=O)N(C)Cc3ccccc3)nc3ccccn23)CC1	10	2	-6	0	1	10	13	-0.2	-3	-10
O=C(Cn1[nH]c(=O)c2ccccc2c1=O)N1CCN(S(=O)(=O)c2ccc(Cl)cc2)CC1	-7	-3	-1	-6	/	0	/	-0.2	2	1
CC(=O)c1c(C)[nH]c(C(=O)CSc2ccc(F)cc2)c1C	3	11	-4	-1	-1	-5	16	-0.7	-3	-7
Cc1cc2nc(C)n(CCCN)c2cc1C	-5	8	7	-5	1	1	51*	2.4	3	5
Cc1nn(C(C)C(=O)NCc2cccs2)c(=O)c2nn(-c3ccccc3)c(C)c12 (centres undefined)	-5	-4	-3	-2	-3	2	14	-0.5	0	-3
CCCCNC1=CC(=O)C(=O)c2ccccc21	-12	-32	2	35*	4	-23	8	-0.1	1	-20
COc1ccc(S(=O)(=O)N2CCC(C(=O)N3CCCC3)CC2)cc1Cl	-24	-1	4	-2	-1	-4	-1	0.4	-10	4
COc1ccc(N2CC(C(=O)Nc3nc(-c4ccccc4)c(C(C)=O)s3)CC2=O)c(OC)c1 (centres undefined)	18	-3	-5	4	/	-4	/	0.9	0	-9
Cc1ccc2c(Cl)c(C(=O)NCCc3ccccc3)sc2c1	-6	-5	-2	10	5	-14	5	-0.4	0	0
CC(C)Sc1nc2[nH]ncc2c(=O)[nH]1	-7&8	0	3	-6	2	-4	21	0.0	-2	-13
CCOc1ccc(C(C)NC(=O)c2ccccc2F)cc1 (centres undefined)	-10	-2	2	-18	4	2	-1	0.5	-7	12
